Bioassay records (PubChem BioAssay)
RGS7-Gao: human RGS7-Galphao interaction regulation; P09471; Multiplexed bead flow cytometry, RGS7-Galphao binding; actives lie on both sides; binding response (% of control), % at 10 µM; hit rate 0.35% among 220,000; AID 1439; in the data active = binding response below about 49% or above about 150%; inconclusive = no clear call, values can overlap the other calls; inactive = in between;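 also: fluorescent Galphao held in activated GDP-AlF4 state binding bead-coupled RGS7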
Target sequence (P09471 whole entry, looked up): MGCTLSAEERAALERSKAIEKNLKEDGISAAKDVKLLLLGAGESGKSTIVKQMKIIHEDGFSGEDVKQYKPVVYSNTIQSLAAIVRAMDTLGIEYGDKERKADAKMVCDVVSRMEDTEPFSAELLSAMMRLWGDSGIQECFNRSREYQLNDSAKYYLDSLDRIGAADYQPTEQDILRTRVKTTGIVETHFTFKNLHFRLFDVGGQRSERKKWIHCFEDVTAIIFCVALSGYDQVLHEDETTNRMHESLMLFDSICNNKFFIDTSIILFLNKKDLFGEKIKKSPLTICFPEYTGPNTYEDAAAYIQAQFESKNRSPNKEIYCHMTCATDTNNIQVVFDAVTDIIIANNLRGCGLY
RGS4-Gao reg: modulates binding of RGS4 to human Galphao. binding response (% of control), % at 10 µM. Multiplexed bead flow cytometry; actives lie on both sides. hit rate 0.33% among 220,000; in the data active = binding response below about 49% or above about 150%; inactive = in between;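 also: fluorescent Galphao activated with aluminum fluoride binding bead-coupled RGS4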
Bcl-W Bim block: human Bim-Bcl-W interaction inhibition | hit rate 0.02% among 190,000 | Q92843 | bead-based flow cytometry, Bim peptide-Bcl-W binding | inhibition, % at 10 µM;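 also: 0% = bound tracer without compound and 100% = peptide blocker; higher means less fluorescent Bim peptide bound to Bcl-W beads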
Target sequence (Q92843 whole entry, looked up): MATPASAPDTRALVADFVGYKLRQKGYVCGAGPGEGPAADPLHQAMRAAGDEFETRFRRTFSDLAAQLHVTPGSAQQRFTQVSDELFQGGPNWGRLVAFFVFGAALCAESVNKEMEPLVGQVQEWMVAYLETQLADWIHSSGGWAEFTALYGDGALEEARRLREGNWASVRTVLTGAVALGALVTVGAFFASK
Bim-Bcl-2: disrupts Bim peptide binding to human Bcl-2; P10415; Bead-based flow cytometry, Bim peptide-Bcl-2 binding; inhibition, % at 10 µM; hit rate 0.06% among 190,000; AID 950; in the data active = inhibition above about 40%; inconclusive = no clear call, values can overlap the other calls;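 also: 0% = no compound wells with probe peptide and 100% = reference peptide inhibitor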
RGS8-Gao: human RGS8-Galphao interaction regulation | response (percent of control binding), % at 10 µM | multiplexed bead flow cytometry, RGS8-Galphao binding; actives lie on both sides | P09471 | AID 1423 | hit rate 0.34% among 220,000; in the data active = response below about 60% or above about 140%; inactive = in between;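 also: Galphao activated as the GDP aluminium fluoride complex binding bead-coupled RGS8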
GSH bead fluor: compound fluoresces at 488/530 nm on GSH beads; hit rate 0.25% among 190,000; fluorescence (KMESF) at 10 µM; GSH beads flow cytometry, compound fluorescence 488/530 nm; stronger effect = higher value; in the data active = fluorescence above about 89;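 also: glutathione beads carrying GST-tagged Bcl family fusion proteins plus one bare bead set; values are compound well signal with DMSO vehicle wells as background; inactives centre near 16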
ABCG2 inh: human ABCG2 inhibition, ABCB1 as counter-screen. Q9UNQ0. IgMXP3 cells, JC-1 efflux, flow cytometry. inhibition, % at 6.6 µM. hit rate 0.1% among 190,000. AID 1325;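 active = inhibition above 80%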;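 also: 0% = DMSO and 100% = nicardipine control wells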
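System: two drug-resistant human cell lines, ABCG2 and ABCB1; controls: nicardipine high and DMSO low controls; times: 10 min exposure at 25 °C with rotation, no wash; detection: flow cytometry of retained JC-1 fluorescence; read-out basis: percent efflux inhibition, scaled nicardipine 100% to DMSO 0%; doses: one concentration, 6.6 µM final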
ABCB1 block: inhibitors of human ABCB1 transporter, ABCG2 counter-screen. AID 1326. hit rate 0.067% among 190,000. CCRF-Adr cells, JC-1 efflux, flow cytometry. inhibition, % at 6.6 µM. P08183; in the data active = inhibition above about 40%;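 also: 0% = vehicle and 100% = reference inhibitor; higher value means more JC-1 retained so stronger ABCB1 efflux block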
Bim-Bfl-1: inhibitors of Bim-Bfl-1 interaction, human | inhibition, % at 10 µM | hit rate 0.12% among 190,000 | Bead-based flow cytometry, Bim-Bfl-1 binding inhibition;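 also: 0% = wells without compound plus tracer and 100% = blocker peptide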
Bim-Bcl-XL: inhibitors of Bim-Bcl-XL interaction, human | hit rate 0.04% among 190,000 | inhibition, % at 10 µM | Q07817 | AID 1007 | Bim peptide-Bcl-XL binding, bead flow cytometry, fluorescence
Target sequence (Q07817 whole entry, looked up): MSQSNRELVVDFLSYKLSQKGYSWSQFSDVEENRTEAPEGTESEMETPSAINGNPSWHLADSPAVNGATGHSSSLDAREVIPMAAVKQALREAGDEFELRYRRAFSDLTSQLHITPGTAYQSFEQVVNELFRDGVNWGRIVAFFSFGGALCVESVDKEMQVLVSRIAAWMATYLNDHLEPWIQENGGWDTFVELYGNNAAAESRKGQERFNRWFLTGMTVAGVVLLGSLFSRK
Bcl-B Bim block: human Bim-Bcl-B interaction inhibition; Q9HD36; bead-based flow cytometry, Bim peptide-Bcl-B binding; inhibition, % at 10 µM; hit rate 0.073% among 190,000;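 also: 0% = tracer peptide without compound and 100% = reference inhibitor peptide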
Target sequence (Q9HD36 whole entry, looked up): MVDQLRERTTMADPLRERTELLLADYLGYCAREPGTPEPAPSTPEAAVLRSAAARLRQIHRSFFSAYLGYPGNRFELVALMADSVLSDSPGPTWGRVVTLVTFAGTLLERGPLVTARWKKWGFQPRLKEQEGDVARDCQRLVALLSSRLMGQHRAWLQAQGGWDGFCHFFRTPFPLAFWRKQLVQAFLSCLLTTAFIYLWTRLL
An asterisk follows results filed as active; u = inconclusive; x = no result given. Rule as the data show it, unless noted: active = inhibition above about 40%. Not a hit list; about 1.1% have a hit in one of these screens.

SMILES	RGS7-Gao	RGS4-Gao reg	Bcl-W Bim block	Bim-Bcl-2	RGS8-Gao	GSH bead fluor	ABCG2 inh	ABCB1 block	Bim-Bfl-1	Bim-Bcl-XL	Bcl-B Bim block
CN(C)c1ccc(NC(=O)CSc2nc3ccccc3c(=O)n2C2CCCCC2)cc1	106	104	4	-2	104	10	6	2.0	-4	-1	-8
CC1C/C(=N/O)C(C)CN1 (stereo not drawn)	94	93	1	-8	98	28	1	0.7	-10	-1	-5
Cc1cccc2cc(C#N)c(NCCNS(=O)(=O)c3ccc4c(c3)OCCO4)nc12	97	95	-2	-4	99	12	1	0.1	-4	-1	-2
O=C(OCC(=O)N1CCC(Cc2ccccc2)CC1)c1ccccc1	u	100	1	-7	100	10	5	1.5	-5	-2	-6
Cc1cc(C)c(C)c(Cn2c(CO)nc3ccccc32)c1C	97	101	-5	-1	99	12	3	0.5	-2	-6	-6
O=c1c2c(nc3nc(COc4ccccc4)[nH]n13)CCC2	100	100	-1	-6	99	26	0	0.3	-12	-5	-5
CC(Sc1nnc(NC2CCCCC2)s1)C(=O)Nc1ccc2c(c1)C(=O)c1ccccc1C2=O (stereo not drawn)	103	98	7	1	101	6	2	x	1	12	3
CCN(CCO)C(=O)CC1C(=O)NCCN1Cc1c(F)cccc1Cl (stereo not drawn)	82	82	-3	0	90	13	19	2.7	-2	-3	-7
O=C(COc1ccc(-n2cnnn2)cc1)NC1CCCCC1	105	103	-1	1	101	16	2	0.3	-3	-4	-3
CCN(CC)S(=O)(=O)c1ccc(C(=O)NC(=S)N(CCC#N)Cc2cccnc2)cc1	u	97	-3	-1	99	15	1	0.4	-2	-4	-22
COc1cc(/C=C(\C#N)c2nnc(N3CCOCC3)n2-c2ccccc2)ccc1O	99	99	-3	8	103	17	11	0.1	9	-3	5
Cc1ccnc(N2CCC(C(=O)Nc3ccc4c(c3)OCCO4)CC2)n1	96	99	-1	-3	100	10	3	0.6	-6	-2	-2
Nc1ccc(-c2cnc(-c3ccc(N)cc3)nc2)cc1	62	87	0	-1	88	15	-3	-0.5	0	-1	0
O=C(NCc1nc(-c2ccccc2)no1)Nc1ccc(F)cc1	u	101	0	-3	99	16	10	-0.1	-3	0	0
O=C(c1cc2nc(-c3ccccc3)cc(-c3ccccc3)n2n1)N1CCN(C(=O)c2ccco2)CC1	101	99	1	3	97	13	3	4.6	4	-1	-2
O=C(Nc1cc(Sc2ccccn2)cc([N+](=O)[O-])c1)c1cccc(Cl)c1	106	106	-3	-5	106	18	54	7.2	-6	-7	-6
NC1=NC(=Nc2cccc(Cl)c2)c2ccccc21	100	99	-1	-1	102	13	1	-0.1	-2	-3	0
Cn1nnnc1SCC(=O)NCc1cc([N+](=O)[O-])ccc1O	u	99	-1	1	99	11	19	2.3	6	3	5
O=C(Nc1ccc(C(=O)N2CCCCC2)cc1)C1CCCCC1	102	106	0	10	107	15	1	0.0	12	5	7
CCNC(=O)O/N=C(\C)c1sc(-c2ccccc2)nc1C	98	100	-2	-6	97	19	1	0.2	-2	2	-1
CC(C)(C)NC(=O)NC(=O)COC(=O)c1cccc(OC(F)F)c1	97	98	0	-5	104	16	0	0.1	-7	0	0
O=C1c2cccnc2C(=O)N1C1CCCCC1	101	99	-1	0	99	16	12	0.7	2	-3	-3
COC(=O)C(C(C)=O)C1=C/C(=N\S(=O)(=O)c2ccc(C)cc2)c2ccccc2C1=O (stereo not drawn)	93	97	1	-6	96	41	0	0.0	-9	-6	-6
CCn1c(SCC(=O)N/N=C/c2c[nH]c3ccccc23)nnc1-c1ccc(C(C)(C)C)cc1	99	96	-4	-6	99	17	12	0.8	-14	-5	-5
C=CCn1c(SC(C)C(=O)NCc2ccc3c(c2)OCO3)nc2scc(-c3ccccc3)c2c1=O (stereo not drawn)	94	83	3	-1	92	9	24	7.3	-7	-1	-4

(list continues)
SMILES	RGS7-Gao	RGS4-Gao reg	Bcl-W Bim block	Bim-Bcl-2	RGS8-Gao	GSH bead fluor	ABCG2 inh	ABCB1 block	Bim-Bfl-1	Bim-Bcl-XL	Bcl-B Bim block
CC(NC(=O)Nc1ccccc1F)C(C)(C)C (stereo not drawn)	101	99	0	0	100	13	16	1.2	-4	-1	-5
C/C(=N\Nc1ccc(Cl)c(C(=O)O)c1)c1ccc2c(c1)OCO2	99	100	1	-1	100	14	4	0.5	-6	-2	1
CC(C)NC(=O)COc1ccc2c(c1)C(=O)CC(C)(C)O2	85	98	0	-3	100	9	0	-0.3	-6	-3	-7
CCOC(=O)Cc1csc(N/N=C/c2ccccc2)n1	98	95	-3	-14	99	10	3	1.0	-18	-8	-10
CC(C)(C)NC(=O)c1cccc2c1OC(C)(C)C2	89	87	-5	-1	66	12	9	1.2	0	-4	-5
Cc1occc1-c1nnc(SCC(=O)Nc2ccccc2-c2ccccc2)n1C	101	100	4	-9	101	47	2	0.8	-11	-5	-9
CC(=O)Nc1ccc(NC(=O)Cn2cc3c(n2)CCCC3)cc1	102	102	-1	-3	98	27	1	0.4	-1	0	-5
Cc1cc(=O)oc2cc(OCC3CC(c4ccc(N(C)C)cc4)=NO3)ccc12 (stereo not drawn)	100	97	0	5	101	3	2	0.6	3	-4	-2
Brc1ccc(-c2cn3c(n2)CCc2ccc4cccnc4c2-3)cc1	105	103	-3	1	103	11	0	0.3	3	0	-1
CCC(=O)N(Cc1cc2cc(C)c(C)cc2[nH]c1=O)C1CCCCC1	96	94	-1	-6	98	30	7	2.1	-9	-9	-10
CC(=O)NC(NC(=S)Nc1ccc(N=Nc2ccccc2)cc1)C(Cl)(Cl)Cl (stereo not drawn)	105	103	-3	-1	102	27	3	2.8	0	0	0
CCOC(=O)CC(=O)Nc1ccccc1C(=O)O	103	100	-1	-2	99	4	3	0.4	-7	-6	-4
CCOc1ccc2nc(SCC(=O)Nc3cc4c(cc3C(C)=O)OCO4)[nH]c2c1	96	99	0	-10	101	10	3	1.2	-11	-1	-8
Cc1cc(NS(=O)(=O)c2ccc(Nc3nc(-c4ccc(C)c(C)c4)cs3)cc2)no1	98	98	-1	0	112	10	-14	-4.3	0	-5	-3
CC1CC(C)CN(C(=O)Cn2c(-c3nonc3N)nc3ccccc32)C1 (stereo not drawn)	106	98	-4	-2	97	13	10	0.2	-1	-4	-7
Cc1ccc(C(=O)Nc2ccc(C(=O)N3CCCCC3C)cc2)cc1 (stereo not drawn)	u	103	0	0	103	20	8	0.4	-2	-2	-1
CCCN1CCC(NC(=O)Nc2ccc(OC)c(OC)c2)CC1	101	103	0	0	102	30	-3	-0.1	0	-19	-1
CCCCNS(=O)(=O)c1ccc(OCC(=O)OC)cc1	101	102	-4	-6	102	7	5	1.9	-2	-7	-4
Cc1ccc(NC(=S)NC2CCN(Cc3ccccc3)CC2)cc1C	u	94	-5	-7	92	13	8	1.5	-5	-3	-6
Cc1ccc(S(=O)(=O)N2CCCC2C(=O)NC2=NCCS2)cc1 (stereo not drawn)	104	101	-1	-10	102	21	-2	0.2	-15	-4	-12
Cc1ccccc1C(OCC(O)CN1CCCCC1CCO)c1ccccc1 (stereo not drawn)	97	99	-1	2	97	10	0	0.0	-1	-3	0
O=C(C1CCCO1)N1CCN(C(=S)Nc2ccc(Cl)cc2Cl)CC1 (stereo not drawn)	105	103	-5	-3	107	13	2	-0.1	-5	-6	-9
COc1ccc2cc3cc(C(=O)N4CCN(Cc5ccc6c(c5)OCO6)CC4)oc3nc2c1	100	101	0	-2	100	9	3	0.6	-2	0	0
COc1cc(CNCCSc2nnnn2C)cc(OC)c1OC	102	101	0	-13	101	10	0	0.3	-12	-6	-13
Cc1ccc(S(=O)(=O)N(C#N)c2nc(C)cc(C)n2)cc1	105	103	-4	-8	100	5	0	0.1	-16	1	-7

Remaining list, next part.
SMILES	RGS7-Gao	RGS4-Gao reg	Bcl-W Bim block	Bim-Bcl-2	RGS8-Gao	GSH bead fluor	ABCG2 inh	ABCB1 block	Bim-Bfl-1	Bim-Bcl-XL	Bcl-B Bim block
OCCNc1nc(N2CCN(Cc3ccccc3)CC2)nc2ccccc12	97	94	3	-4	100	12	2	0.3	-12	2	-3
COc1ccccc1N1CC(C(=O)OCC(=O)c2ccc(F)cc2)CC1=O (stereo not drawn)	103	102	1	-3	102	7	0	0.1	-9	0	-1
CCOC(=O)c1c(C)[nH]c(C(C)=O)c1C	96	99	-2	-5	95	28	7	0.3	-9	-1	-5
Cc1ccc(-c2cc(C(=O)Nc3c(C)n(C)n(-c4ccccc4)c3=O)no2)cc1	u	101	-1	-2	101	15	5	1.0	-6	0	-3
COc1ccc(OCCn2cc(/C=C(\C#N)C(=O)NCc3ccco3)c3ccccc32)cc1	96	100	0	1	102	10	10	0.1	0	1	-1
O=C(COC(=O)CSCc1ccccc1)NCc1ccccc1	102	102	2	-1	106	17	0	0.0	-5	-1	-2
CCC1(C)Cc2c(c(=O)n(-c3ccccc3)c3ncnc(N)c23)CO1 (stereo not drawn)	99	97	0	-9	102	70	5	1.0	-10	-8	-9
C=CCn1c(=O)[nH]c2cc(C(=O)N3CCN(c4cc(C)ccc4C)CC3)ccc2c1=O	92	97	0	-7	99	24	0	0.2	-10	0	-4
CC(=O)Nc1ccc2nc(-c3ccc(Br)o3)[nH]c2c1	99	84	0	-1	94	14	4	0.1	-2	-4	-6
Cc1ccc(C(=O)NC(=S)NNC(=O)COc2ccccc2C)cc1	u	101	-5	-5	99	14	1	-0.1	1	-3	-16
O=C(Cn1cccc1C(=O)c1ccccc1)NCc1ccccn1	99	99	-3	-2	98	27	4	0.3	-5	-3	-3
O=[N+]([O-])c1ccc(O)c(/C=N/Nc2ccc(Cl)nn2)c1	92	94	-1	1	101	28	-4	-6.9	-3	-2	0
C/C(N)=C(/C#N)C(=O)COC(=O)[C@@H](NC(=O)c1ccccc1Cl)C(C)C	92	97	0	-4	100	11	4	0.1	-12	-2	-6
CN1/C(=C/C2CC(=O)N(c3ccc([N+](=O)[O-])cc3)C2=O)C(C)(C)c2ccccc21 (stereo not drawn)	99	99	1	1	94	12	8	1.5	12	0	-2
CCOC(=O)N1CCN(Cc2nc(-c3ccccc3)no2)CC1	98	103	-4	-1	105	17	1	0.6	-3	-3	-3
CSc1nc2ccccc2n1CC(=O)Nc1ccc(C)c(C)c1	102	102	-2	-5	106	20	6	1.1	0	-3	-1
O=C1/C(=C\c2cccs2)Sc2ccc3ccccc3c21	98	100	1	-2	102	11	-12	-0.4	-2	3	3
COc1ccc(N(CC(=O)NC(C)C)S(=O)(=O)c2ccc(NC(C)=O)cc2)cc1	102	100	-2	-10	100	26	5	0.1	-15	-5	-5
COCCSc1ccccc1C(=O)NCc1ccco1	97	98	-2	-11	99	32	2	0.0	-16	-6	-8

Single records, as listed above. Screens in order: RGS7-Gao	RGS4-Gao reg	Bcl-W Bim block	Bim-Bcl-2	RGS8-Gao	GSH bead fluor	ABCG2 inh	ABCB1 block	Bim-Bfl-1	Bim-Bcl-XL	Bcl-B Bim block
Listed for Cc1ccc(-c2cc(C(=O)Nc3c(C)n(C)n(-c4ccccc4)c3=O)no2)cc1 : u	101	-1	-2	101	15	5	1.0	-6	0	-3
Listed for COc1ccc(OCCn2cc(/C=C(\C#N)C(=O)NCc3ccco3)c3ccccc32)cc1 : 96	100	0	1	102	10	10	0.1	0	1	-1
Listed for CSc1nc2ccccc2n1CC(=O)Nc1ccc(C)c(C)c1 : 102	102	-2	-5	106	20	6	1.1	0	-3	-1
